MMP13 inh = human MMP13 inhibitors, primary screen, biochemical, FRET peptide cleavage. Collagenase 3 (Homo sapiens), P45452. inhibition, % at 4 µM. MMP-13 fTHP FRET cleavage, Mca fluorescence. AID 570, 2006. hit rate 0.07% among 65,000;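 active means inhibition above the mean of compound-free control plate wells plus 3 SD, cut at about 14% in these data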;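 further: 0% = DMSO wells and 100% = wells with reference MMP-13 inhibitor after basal subtraction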
5HT1E ag = 5-HT1E receptor agonists, primary screen, cell-based, HTS; activation, % at 6 µM; 5-hydroxytryptamine receptor 1E (Homo sapiens), P28566; CHO 5-HT1E Ga15 NFAT-bla reporter, FRET; 0% DMSO wells, 100% control agonist wells; hit rate 0.69% among 65,000;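 active means activation above a set limit, the screen-wide mean activation plus 3 SD, cut at about 8.5% in these data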;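 further: 100% = positive control agonist at 1 µM giving full maximal response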
Target sequence (P28566 whole entry, looked up): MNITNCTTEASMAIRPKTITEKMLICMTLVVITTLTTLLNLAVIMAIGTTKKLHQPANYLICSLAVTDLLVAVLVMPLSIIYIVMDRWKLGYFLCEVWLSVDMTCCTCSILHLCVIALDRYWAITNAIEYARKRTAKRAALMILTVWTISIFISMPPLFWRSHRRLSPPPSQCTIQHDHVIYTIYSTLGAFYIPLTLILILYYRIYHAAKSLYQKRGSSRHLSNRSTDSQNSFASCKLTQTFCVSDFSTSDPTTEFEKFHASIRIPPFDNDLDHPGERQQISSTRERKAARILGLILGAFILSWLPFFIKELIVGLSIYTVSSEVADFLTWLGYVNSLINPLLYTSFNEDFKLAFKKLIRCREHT
Her2 expr inh = inhibitors of Her2 protein expression, primary screen, SKBR-3 cells, AlphaScreen, 66K library. HER2 level % of control, % at 10 µM. Receptor tyrosine-protein kinase erbB-2 (Homo sapiens), P04626. AID 645, 2007. hit rate 0.69% among 65,000. SKBR-3 HER2 protein level, 18-24 h; active compounds read low;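 active means HER2 level under 5% of the carrier-only control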;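 further: 100% = DMSO carrier and 0% = 500 nM PU-H71 HSP90 inhibitor; lower value means stronger loss of Her2 protein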
HTR1E antagonist = 5-HT1E receptor antagonists, primary screen, cell-based, HTS. inhibition, % at 6 µM. CHO 5-HT1E Ga15 NFAT-bla reporter, FRET, antagonist. hit rate 0.99% among 65,000. 5-hydroxytryptamine receptor 1E (Homo sapiens), P28566;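 active means inhibition above a set limit, the mean inhibition across every tested compound plus 3 SD, cut at about 29% in these data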;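 further: signal is the 460 over 535 nm emission ratio of beta-lactamase substrate; 0% = agonist plus DMSO wells and 100% = wells without agonist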
S1P3 ag = human S1P3 receptor agonists, primary screen, cell-based, primary and confirmation, NFAT-BLA reporter. S1P3 NFAT-BLA reporter cells, agonism, FRET ratio; relative to 1 µM S1P, basal subtracted. hit rate 0.1% among 60,000. AID 373, 2006. Sphingosine 1-phosphate receptor 3 (Homo sapiens), Q99500. activation, % at 4.5 µM;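 active means activation above the screen-wide mean plus 3 SD, cut at about 4.5% in these data, passing the limit was not always enough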; further: some compounds called inactive have numbers as strong as hits
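Assay system: stable CHO line with human S1P3, Gα16, NFAT-BLA reporter; Detection: FRET β-lactamase substrate fluorescence, excitation 405 nm, 460/535 nm emission ratio, background-subtracted; Read-out: percent activation versus median 1 µM S1P response, basal-subtracted, per plate; Incubation: cells plated overnight, compound 4 h 37 °C, substrate 2 h RT.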
Fluor 339 460 = intrinsic fluorescence of library compounds, ex339/em460 – biochemical, MLSMR library, data from DPM-DC assay, artefact control, profiling panel | AID 709, 2007 | hit rate 5.5% among 65,000 | fluorescence fold increase at 10 µM | compound autofluorescence, ex339/em460 nm, NADH buffer; active compounds read high; 1 = no-compound wells, NADH background;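 active means at 10 µM, mean starting fluorescence two-fold or more over control wells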;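 further: signal is the first read of a kinetic run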
A340 absorber = compound light absorbance at 340 nm, profiling panel, artefact control, biochemical, MLSMR library, data from PS, PMK, MK assays | compound absorbance at 340 nm, fold over control | fold change at 10 µM | 65,000 tested, under 10 active;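 active means at 10 µM dose, initial 340 nm absorbance at least 2 fold that of control wells; inactive means change under 2 fold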;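 further: initial absorbance extrapolated from kinetic A340 decline of NADH oxidation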
5-HT1A blocker = human 5-HT1a receptor antagonists, primary screen, cell-based, CHO, Ga15 NFAT-bla reporter; CHO 5-HT1a Ga15 NFAT-bla reporter, antagonist mode; hit rate 0.68% among 62,000; inhibition, % at 10 µM; 5-hydroxytryptamine receptor 1A (Homo sapiens), P08908;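 active means inhibition above the mean of all tested compounds plus 3 SD, cut at about 43% in these data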;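 further: receptor stimulated by 5-CT agonist at 100 nM near EC80; beta-lactamase reporter measured by ratiometric fluorescence of a cleavable substrate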
Target sequence (P08908 whole entry, looked up): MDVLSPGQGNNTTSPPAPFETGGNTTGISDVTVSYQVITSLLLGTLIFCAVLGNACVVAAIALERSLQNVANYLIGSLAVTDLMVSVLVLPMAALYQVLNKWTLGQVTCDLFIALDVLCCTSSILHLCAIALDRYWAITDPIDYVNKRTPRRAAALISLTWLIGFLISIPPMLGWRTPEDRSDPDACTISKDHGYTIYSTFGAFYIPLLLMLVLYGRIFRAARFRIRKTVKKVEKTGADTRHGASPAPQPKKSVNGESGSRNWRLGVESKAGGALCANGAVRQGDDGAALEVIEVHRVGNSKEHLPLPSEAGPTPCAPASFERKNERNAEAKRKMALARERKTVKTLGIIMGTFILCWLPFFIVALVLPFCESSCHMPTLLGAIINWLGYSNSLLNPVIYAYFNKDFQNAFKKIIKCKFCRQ
S1P1 ag pot = S1P1 agonists and agonism potentiators, primary screen, cell-based, primary and confirmation screens, CRE-bla reporter; Sphingosine 1-phosphate receptor 1 (Homo sapiens), P21453; S1P1 CRE-bla cells, forskolin, beta-lactamase FRET, potentiator mode; S1P1 agonist co-added at EC20, 2 nM; 100% = saturating reference agonist, 0% = basal; activation, % at 9.5 µM; hit rate 0.57% among 56,000;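 active means activation above a cutoff set at the mean activation of all tested compounds plus 3 SD, cut at about 54% in these data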;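 further: forskolin at 4 µM as EC80 and the EC20 agonist is SEW2871; 100% = SEW2871 at its EC100 plus forskolin at EC80; some compounds past the cut are filed as inactive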
Numbers without * were called inactive; i = inactive; . = no result given; [ ] = another dose, or the depositor's remark.

Fluor 339 460	HTR1E antagonist	Her2 expr inh	S1P1 ag pot	5-HT1A blocker	MMP13 inh	S1P3 ag	mol	5HT1E ag	A340 absorber
2.5*	-6	88	-2	1	-17	0.4	COCCNC(=O)C(c1ccc(C)o1)N(C(=O)c1snc(C(N)=O)c1N)c1cccc(C)c1 (configuration not stated)	0.8	1
1.4	15	93	1	18	-2	-1.0	c1ccc2c(c1)oc1c(Nc3ccc4c(c3)OCO4)ncnc12	-0.7	1.1
1.1	-5	60	-8	-1	5	0.1	COc1ccc(N2C(=O)C3CCCN3C2c2cc(OC)c(OC)c(OC)c2)cc1 (configuration not stated)	-0.2	1.1
1.1	-7	68	4	8	5	1.2	O=C(Nc1nccs1)c1ccc(Br)o1	-0.6	1
1.1	-7	95	-15	-5	4	0.1	COc1cccc(C2CC(c3ccccc3OC)n3nc(N)nc3N2)c1 (configuration not stated)	0.6	1
1.1	-2	91	26	-12	-8	-0.6	COc1ccc(-c2cc(C(F)F)nc(-n3nc(C)cc3C)n2)cc1	0.3	1
1.1	3	88	-4	10	-1	-1.0	O=C(CSc1nc2cc(Cl)ccc2o1)N1CCOCC1	-0.9	1
1.1	-4	96	-20	-9	5	-0.2	Cc1ccc2c(c1)N(CCC(=O)NCCN1CCOCC1)C(=O)CO2	0.3	0.97
1.4	36*	118	-56	4	-13	0.0	CCOC(=O)C1CCN(C(=O)c2cc3c(-c4ccc(OC)c(OC)c4)nn(C)c3s2)CC1	0.3	1.1
1.8	-4	.	-21	10	-15	-1.4	Cc1ccc(CNc2ccc3c(c2)ncn3C)cc1	1.5	1.1
1.1	16	80	-23	4	1	-0.7	OCCNc1nc(C2CC2)nc2c1nnn2Cc1ccccc1Cl	-0.7	1
1.2	6	127	.	-4	2	.	COc1ccc(Cn2c(=O)[nH]c3cc(C(=O)NCCCN4CCCC4=O)ccc3c2=O)cc1	-0.5	1
1.2	12	69	14	6	1	1.4	Cc1nnc(SCC(=O)c2ccc(S(=O)(=O)N3CCOCC3)cc2)n1-c1ccccc1	0.4	1
1.1	4	113	-2	7	0	-1.4	CCCOC(=O)Cn1c(=O)c2cc3c(=O)n(CC(=O)OCCC)c(=O)c3cc2c1=O	-0.6	1
1.1	31*	90	-28	13	-7	-0.1	COC(=O)c1ccc(CSc2nc3ccccc3c(=O)n2-c2ccc(OC)c(OC)c2)o1	-0.5	0.99
1.1	-3	88	6	0	3	-0.8	COc1cc(OC)cc(-c2cc(NC(C)=O)n[nH]2)c1	1.5	1
1.1	-17	127	10	-4	3	0.3	CCc1c(C)[nH]c2ccccc2c1=O	-0.5	1.1
1.1	-18	95	23	-24	7	-0.8	C=CCSc1nc(N)c(C(=O)Nc2ccccc2C)cc1C(N)=O	2.3	1.1
1.1	-2	56	.	7	2	-0.9	COC(=O)c1ccccc1NC(=O)c1cccc(NC(=O)c2ccc(Br)o2)c1C	0.5	1
1	7	103	26	3	-1	-0.2	COCCn1nnnc1CN1CCC(Cc2ccccc2)CC1	-0.8	1
1	-2	119	7	-5	4	-0.1	CCCn1nnc(NCc2ccc(OCc3cccs3)c(OC)c2)n1	0.1	1
1.1	-12	90	-17	-5	2	0.0	Cc1nc2sc(C(c3ccc(C(C)C)cc3)N3CCN(CCO)CC3)c(O)n2n1 (configuration not stated)	0.4	1
1.3	9	88	-8	-6	-3	-0.8	CCOc1ccccc1C(=O)N(C)Cc1cc2ccccc2[nH]c1=O	-0.1	1.1
1	-8	106	-11	-25	-10	0.5	CC1CCCC(C)N1C(=O)CSc1nnc(-c2cccs2)o1 (configuration not stated)	0.5	1
1.1	21	65	.	34	4	-0.5	CCOc1ccc(Br)cc1-c1noc(-c2cccs2)n1	0.3	1.1
1.1	-6	92	-12	-13	1	-0.6	CC(=O)Nc1cccc(NS(=O)(=O)Cc2ccc(Cl)cc2)c1	-0.1	1
1.8	-1	77	-5	15	-10	-0.1	CCOC(=O)C1CCCN(CC(=O)Nc2c(C(=O)OC)[nH]c3ccccc23)C1 (configuration not stated)	1.0	1
1.1	12	82	-20	6	-1	0.4	CCC(Sc1nc2c(cnn2-c2ccccc2)c(=O)[nH]1)C(=O)OC (configuration not stated)	-0.5	1
1.2	-4	105	-2	-14	-1	0.1	Cc1c(NC(=O)C2CC=CCC2C(=O)O)c(=O)n(-c2ccccc2)n1C (configuration not stated)	-0.3	1
1.1	-7	90	-4	6	2	-1.6	O=C(Cn1nc(C(F)(F)F)c2c1CCCC2)NCCN1CCOCC1	-0.3	1

(list continues)
Fluor 339 460	HTR1E antagonist	Her2 expr inh	S1P1 ag pot	5-HT1A blocker	MMP13 inh	S1P3 ag	mol	5HT1E ag	A340 absorber
1	-6	123	16	2	-12	-0.8	CC(C)C1(C)C(=O)N=C2c3ccccc3C(=O)N21 (configuration not stated)	-1.1	1
1	-2	110	.	-5	4	.	CCN(CC)S(=O)(=O)c1cccc(C(=O)Oc2cccnc2)c1	-1.3	1
0.98	-7	71	-8	-8	-1	-2.0	O=P(O)(c1ccc(Cl)cc1)c1ccc(Cl)cc1	0.2	1
1.1	-6	61	.	12	2	.	CC(=O)c1c(C(C)=O)c(C)n(-c2nc(-c3ccccc3)c(C)s2)c1C	0.1	1
1	-15	94	-84	-9	1	-0.5	CC1CCC2C(C1)c1sc(=O)[nH]c1SC2(C)C (configuration not stated)	0.1	1
1	-2	98	-1	6	-6	0.1	O=C(CSc1nnc(-c2ccco2)n1CC1CCCO1)c1ccc(F)cc1 (configuration not stated)	-0.2	0.96
1.1	-1	79	-16	-5	4	-0.6	Cc1sc(NC(=O)C2CCCO2)c(C#N)c1C (configuration not stated)	-0.8	1.1
1.1	-9	35	-9	-1	10	-1.3	N=c1c2c(n(Cc3ccccc3)c3c1CCC3)CCC2	0.1	1
1.1	-3	105	-13	-4	2	-0.2	S=c1nc2ccccc2c2nc(-c3ccccc3)[nH]n12	-0.5	1
1.1	2	99	-24	6	6	-1.2	C=CCSc1nc(C)c(CC(=O)OCC(C)C)c(=O)[nH]1	0.0	1
1	-2	63	6	7	0	-0.2	COc1cc(C2C3C(=O)N(Cc4ccccc4)C(=O)C3ON2c2ccccc2)cc(OC)c1O (configuration not stated)	0.5	1
1.1	-16	99	8	-20	4	-1.1	COc1ccc(N2CCN(c3nc(NC(C)(C)C)nc(N4CCCCC4)n3)CC2)cc1	2.3	1.1
3.1*	0	91	0	-11	-10	-1.6	COCCCn1cnc2c(c1=O)c1nc3ccccc3nc1n2-c1ccccc1	0.0	1.1
1.1	7	131	-7	-3	5	0.1	CCCS(=O)(=O)N1CCCC(C(=O)NCCN(Cc2ccccc2)C(C)C)C1 (configuration not stated)	-0.3	0.97
1	6	94	-29	-6	5	-0.3	CCN1CCN(C(=O)Cn2ncc3ccsc3c2=O)CC1	0.4	0.97
1.1	-2	114	4	-3	-4	-1.0	CCOC(=O)C1(C)NC(c2ccc(N(C)C)cc2)C2C(=O)N(c3ccc(OC)cc3)C(=O)C21 (configuration not stated)	-1.0	1.1
1.1	4	199	.	-3	9	.	Cc1ccccc1NC(=O)CCN1CCN(C/C=C/c2ccccc2)CC1	0.4	1
1	2	90	11	27	4	14	CC(C)CCNC(=O)C(C)N(Cc1ccc(F)cc1)C(=O)c1ccc(CN2CCCCC2)o1 (configuration not stated)	1.4	0.98
1	8	159	15	-15	1	-0.8	CCCS(=O)(=O)N1CCN(Cc2ccncc2)CC1	0.2	1
1.1	-5	68	5	1	-2	-0.2	COC(=O)c1c(C)[nH]c(C(=O)COC(=O)Cc2ccc3c(c2)OCCO3)c1C	-0.3	1
2.3*	-11	98	-8	.	i[fluorescence artefact?]	-1.5	CCCc1cc(=O)oc2c(CN3CCN(C)CC3)c(O)c(Cl)cc12	1.7	1.1
1	6	65	-7	-2	1	0.3	COc1ccc(/C(O)=C2\C(=O)C(=O)N(CCN(C)C)C2c2cc(OC)c(OC)c(OC)c2)c(C)c1 (configuration not stated)	-0.8	1.1
1.1	-3	91	4	-8	-1	-0.1	CN(C)CCNC(=O)Cn1nc(-c2ccc(Cl)cc2)ccc1=O	0.2	1

Fluor 339 460: hit marks shown above.
Fluor 339 460	HTR1E antagonist	Her2 expr inh	S1P1 ag pot	5-HT1A blocker	MMP13 inh	S1P3 ag	mol	5HT1E ag	A340 absorber
2.5*	-6	88	-2	1	-17	0.4	COCCNC(=O)C(c1ccc(C)o1)N(C(=O)c1snc(C(N)=O)c1N)c1cccc(C)c1 (configuration not stated)	0.8	1
3.1*	0	91	0	-11	-10	-1.6	COCCCn1cnc2c(c1=O)c1nc3ccccc3nc1n2-c1ccccc1	0.0	1.1
2.3*	-11	98	-8	.	i[fluorescence artefact?]	-1.5	CCCc1cc(=O)oc2c(CN3CCN(C)CC3)c(O)c(Cl)cc12	1.7	1.1
